From PubChem
GAA inh: qHTS Assay for Inhibitors of Human alpha-Glucosidase as a Potential Chaperone Treatment of Pompe Disease. Potency, µM (series often up to 76.9 µM), for inactives: top-dose activity change, negative = inhibition, usual class: inhibitors. Lysosomal alpha-glucosidase (Homo sapiens), P10253. 200,000 tested, 0.005% active. purified human GAA, 4-MU-alpha-glucoside fluorescence;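 further: plate controls were uninhibited enzyme wells for no effect and no-enzyme background for full effect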
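Enzyme (4 nM final) mixed with compound (up to 77 uM), then 4-MU-alpha-D-pyranoside (400 uM final) added; 20 min at room temperature, pH 5.0. Reaction stopped at pH 10, fluorescence read, AC50 derived by Hill fit.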
Tau FP inhib: qHTS for Inhibitors of Tau Fibril Formation, Fluorescence Polarization | Potency, µM (doses to about 57.7 µM), inactives show at the top dose activity, negative = inhibition, usual class: inhibitors | K18 P301L tau heparin fibrillization, Alexa594 FP, 6 h | AID 1468, 2008 | Microtubule-associated protein tau (Homo sapiens), P10636 | 280,000 tested, 0.39% active; further: on the % scale 0 is the no-effect control and ±100 the full control effect; nearly all actives have a fitted effect of over 55% in size
Target sequence (P10636 561-689 P618L limits assumed): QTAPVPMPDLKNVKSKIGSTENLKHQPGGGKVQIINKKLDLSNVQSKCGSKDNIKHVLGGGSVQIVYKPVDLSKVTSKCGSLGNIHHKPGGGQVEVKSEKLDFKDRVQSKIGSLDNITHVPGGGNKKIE
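Human K18 P301L fragment (15 uM unlabeled plus 0.24 uM Alexa 594-labeled) in 100 mM sodium acetate pH 7 with compound, aggregation induced by 20 uM heparin for 6 hr at 37 C. ThT (30 uM) added for 1 hr, then Alexa 594 FP read.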
Tau ThT inhib: qHTS for Inhibitors of Tau Fibril Formation, Thioflavin T Binding; 270,000 tested, 2.1% active; recombinant tau K18 P301L, heparin-induced fibrillization, ThT fluorescence; Potency, µM (top dose mostly 57.4 µM), without a hit: at the top dose activity, negative = inhibition, hits mostly inhibitors; AID 1460, 2008; Microtubule-associated protein tau (Homo sapiens), P10636; further: on the % scale 0 is the no-effect control and ±100 the full control effect; nearly all actives have a fitted effect of over 55% in size
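K18 P301L tau (15 uM + 0.24 uM Alexa 594-tagged), heparin 20 uM, NaOAc pH 7, 6 h 37 C; ThT 30 uM, 1 h RT, ex 450/em 510 nm.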
Tau fluor counter: Counterscreen qHTS for Inhibitors of Tau Fibril Formation, Fluorescence Polarization | Potency, µM (titrated, usually from 57.7 µM), without a hit: at the highest dose activity change, negative = decrease | tau K18 P301L Alexa594 fluorescence, heparin fibrillization | AID 1463, 2008 | 280,000 tested, 0.93% active; further: on the % scale 0 is the no-effect control and ±100 the full control effect; nearly all actives have a fitted effect of over 55% in size
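Human tau K18 P301L (15 uM unlabeled, 0.24 uM Alexa 594-labeled) in 100 mM sodium acetate pH 7 with 20 uM heparin, 6 hr at 37 C. ThT 30 uM added, 1 hr ambient; Alexa 594 FP and total fluorescence read at 555/632 nm.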
GLA spleen mod: qHTS Assay for Inhibitors and Activators of Human alpha-Galactosidase From Spleen Homogenate; Potency, µM (highest dose often 80 µM), for inactives: at the highest dose activity change, negative = inhibition, actives largely listed as inhibitors; Alpha-galactosidase A (Homo sapiens), P06280; human spleen homogenate, 4MU-alpha-Gal fluorescence, 40 min; AID 2107, 2009; 240,000 tested, 0.008% active;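 further: 0% = enzyme with vehicle and -100% = no enzyme basal signal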
Target sequence (P06280 32-429 limits assumed): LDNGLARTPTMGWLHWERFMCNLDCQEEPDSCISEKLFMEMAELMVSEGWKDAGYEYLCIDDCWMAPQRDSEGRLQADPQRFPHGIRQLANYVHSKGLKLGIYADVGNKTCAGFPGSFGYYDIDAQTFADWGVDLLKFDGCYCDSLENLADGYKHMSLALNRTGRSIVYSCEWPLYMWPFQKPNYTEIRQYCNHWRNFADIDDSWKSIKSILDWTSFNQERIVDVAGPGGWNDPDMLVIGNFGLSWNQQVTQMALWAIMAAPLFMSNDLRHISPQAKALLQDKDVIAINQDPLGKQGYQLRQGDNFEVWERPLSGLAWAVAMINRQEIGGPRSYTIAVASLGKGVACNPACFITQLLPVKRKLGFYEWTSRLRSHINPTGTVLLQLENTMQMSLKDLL
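Spleen homogenate 1 ug + cpd (titration) + 4-MU-alpha-D-galactopyranoside 1 mM; 37C 40 min; 50 mM citrate/phosphate pH 5.0, 0.01% Tween-20; stop pH 10; fluorescence 365/440; AC50 via Hill.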
HTT ATP protect: qHTS Multiplex Assay to Identify Dual Action Probes in a Cell Model of Huntington: Cytoprotection (ATP) | PC12 HTT-Q103 induced, cytoprotection, ATP luminescence, 40 h | Potency, µM (doses to about 56.4 µM), inactives show cytoprotection (ATP increase), most hits filed as activators | 230,000 tested, 0.14% active | AID 1471, 2008;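 further: % of control where 0% means no effect; nearly all actives have a fitted effect of over 45% in size; toxic huntingtin expression switched on by the ecdysone agonist tebufenozide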
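Compounds added alongside 100 nM tebufenozide, which induces toxic Q103 huntingtin exon 1-GFP in stable PC12 cells; surviving cells quantified by luminescent ATP measurement. Medium: phenol red-free DMEM, 5% equine and 5% calf serum.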
GAA glycogen mod: qHTS Assay for Inhibitors and Activators of Human alpha-Glucosidase Cleavage of Glycogen; Lysosomal alpha-glucosidase (Homo sapiens), P10253; recombinant GAA, glycogen substrate, Amplex Red glucose oxidase fluorescence; Potency, µM (top dose mostly 76.4 µM), without a hit: at the highest dose activity change, negative = inhibition, actives largely listed as inhibitors; 300,000 tested, 0.38% active;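 further: 0% = full enzyme reaction and -100% = no-enzyme basal signal; the screen sought inhibitors and activators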
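Natural-substrate format: glycogen cleavage by 4 nM human enzyme, glucose read by Amplex Red coupling (Ex 573, Em 610 nm). Normalized to enzyme and no-enzyme controls.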
aGlu spleen mod: qHTS Assay for Inhibitors and Activators of Human alpha-Glucosidase From Spleen Homogenate; human spleen homogenate, 4-MU-alpha-glucoside fluorescence; Potency, µM (series often up to 79.9 µM), for inactives: at the highest dose activity change, negative = inhibition, most hits filed as inhibitors; 240,000 tested, 0.006% active;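 further: 0% = enzyme with vehicle and -100% = no enzyme basal signal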
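AC50 values come from Hill-equation fits of concentration-response data, normalized to no-enzyme and full-activity controls. Enzyme source: 1 ug human spleen homogenate; 1 mM fluorogenic 4-MU glucoside, pH 5.0 citrate buffer, 37 C, 40 min.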
* marks the source's active call; other numbers are inactive results; ? = inconclusive; . = no result given; & = joins results of further samples; [ ] = remark or other dose. The call rests on the fitted dose curve; in most records, active means well fitted curve in the direction sought with a large enough effect; inconclusive means small, poorly fitted or top-dose-only effect, or another doubt; inactive means no such curve, though single readings can be large; an effect the other way counts as inactive or inconclusive. Potency means the concentration at half of the fitted maximal effect.

SMILES | GAA inh | Tau FP inhib | Tau ThT inhib | Tau fluor counter | GLA spleen mod | HTT ATP protect | GAA glycogen mod | aGlu spleen mod
CCOC(=O)c1c(-c2ccccc2)oc2ccc(NS(=O)(=O)c3ccc(C(C)C)cc3)cc12 | . | ? | -10.0% | ? | . | . | -16.8%[76.3 µM] | .
COc1nc(OCC#N)nc(N2CCCCC2)n1 | 6.6% | 2.7% | -7.6% | -9.1% | -4.3% | -27.1% | -0.2% | 0.4%
CCOC(=O)c1[nH]c(C)c(C(=O)OCC(=O)N2c3ccccc3CC2C)c1C (configuration not stated) | 4.4% | -8.8% | -10.6% | -10.3% | 4.8% | -4.7% | 9.7% | -11.1%
COC(=O)C1C(=O)NC(SC)=C(C#N)C1c1ccccc1 (configuration not stated) | -9.9% | 0.6% | -4.9% | -15.2% | -0.9% | 31.4% | -18.0% | -5.4%
COC(=O)C1=CN(CC2CCCO2)C=C(C(=O)OC)C1c1ccsc1 (configuration not stated) | ? | -12.3% | -0.2% | -1.8% | ? | 1.7% | -14.7% | ?
O=C(CSc1nnc(Cc2ccccc2)o1)c1cc(F)ccc1F | -13.8% | -1.7% | -13.8% | -17.3% | -8.7% | 0.8% | 2.9% | -3.8%
Nc1cccc(NC(=O)c2cccs2)c1 | -3.0% | 6.9% | ? | -21.3% | -2.2% | -6.6% | -15.8% | -13.3%
CCOc1ccc(/C=C/c2nc(C#N)c(NCc3ccccc3)o2)cc1 | . | 1.6% | -13.5% | -25.4% | . | . | -22.4%[76.3 µM] | .
Cc1cc(NS(=O)(=O)c2ccc(NC(=O)Nc3ccccc3)cc2)no1 | -9.7% | -4.0% | -4.7% | -10.6% | -7.2% | -9.8% | -1.9% | -1.0%
O=C(NC(=S)NNS(=O)(=O)c1ccccc1)c1ccc([N+](=O)[O-])cc1 | 2.9% | 1.7% | ? | -10.4% | 0.8% | 19.2%[10 µM] | ? | -5.0%
CC(C)(C)C(O)(CC#CCN1CCCC1)c1ccccc1 (configuration not stated) | 9.6% | 4.3% | -4.4% | -4.4% | -1.5% | -7.0%[10 µM] | -10.7% | -2.8%
C/C(CS(=O)(=O)c1ccccc1)=N\O | ? | 1.0% | 4.8% | 2.3% | -3.8% | 11.2% | 15.8% | -2.5%
COc1cccc(NC(=O)C(=O)N2CCOCC2)c1 | 2.5% | 9.0% | 3.0% | 5.6% | -3.3% | -4.4%[10 µM] | 5.2% | -3.7%
CCOC(=O)c1sc(NC(=O)CSc2nnc(Cc3ccccc3)o2)c(C(=O)OCC)c1C | -13.2% | 0.1% | -22.3% | -25.3% | 5.0% | -2.4%[10 µM] | -11.4% | 4.3%
O=C(/C=C/c1cccc([N+](=O)[O-])c1)Nc1ccc(Cl)cn1 | 8.6% | -3.1% | -17.1% | -17.9% | 6.3% | -7.8%[10 µM] | 24.5% | 0.9%
CCOC(=O)C(NC(=O)Nc1ccc(O)cc1)(c1ccccc1)C(F)(F)F (configuration not stated) | 3.4% | ? | ? | -29.1% | 2.5% | -15.9%[10 µM] | 4.5% | 7.0%
CCn1c2ccccc2c2cc(NC(=O)COC(=O)C3CCC(=O)N3)ccc21 (configuration not stated) | -3.8% | 5.1% | -6.7% | -16.4% | -5.1% | -10.9%[10 µM] | 5.2% | 0.5%
Cc1ccc(C(=O)c2oc3ccccc3c2NC(=O)c2cc(-c3ccc(Cl)cc3)on2)cc1 | . | -2.5% | -0.4% | -5.3% | . | . | 15.7%[76.3 µM] | .
COC/C=C/C1=CC2=CC(=O)C(C)(OC(=O)CCC(=O)OC)C(=O)C2=CO1 (configuration not stated) | . | ? | 15.8µM* | -27.5%&-24.0% | 5.3%&1.5% | 15.5% | -10.6% | 5.6%&-3.0%
Cc1cccc(N(CC(=O)NCCSCc2ccccc2)S(=O)(=O)c2ccccc2)c1C | . | -8.3% | -9.4% | -27.8% | . | . | -12.6%[76.3 µM] | .
CCCCOC(=O)Nc1ccc(OC)cc1S(=O)(=O)N1CCOCC1 | -3.9% | -2.6% | -2.9% | -4.7% | 3.8% | -20.8%[10 µM] | 2.8% | -2.5%
Cn1cccc1Cc1nnc(SCC(=O)Nc2ccc3c(c2)OCCO3)n1CCc1ccccc1 | ? | 5.3% | ? | -23.6% | -0.8% | -18.0% | 16.8% | -4.2%
O=C(Nc1ncc(Cc2cccc(Cl)c2)s1)c1ccc([N+](=O)[O-])cc1 | 2.8% | -4.5% | -11.0% | ? | -4.0% | 18.5%[10 µM] | -5.8% | 3.3%
COc1cccc(NC(=S)NN=C2CCC(C(C)(C)C)CC2)c1 (configuration not stated) | 6.7% | 5.3% | -15.7% | -25.0% | 1.7% | -5.4% | 3.4% | 4.6%
Clc1cccc(Cc2nn[nH]n2)c1 | . | -7.7% | -0.8% | 0.8% | 0.7% | 11.4%[10 µM] | -10.4% | -6.1%

3 entries from above, arranged by heavy-atom count, highest first:
SMILES | GAA inh | Tau FP inhib | Tau ThT inhib | Tau fluor counter | GLA spleen mod | HTT ATP protect | GAA glycogen mod | aGlu spleen mod
Cc1cccc(N(CC(=O)NCCSCc2ccccc2)S(=O)(=O)c2ccccc2)c1C | . | -8.3% | -9.4% | -27.8% | . | . | -12.6%[76.3 µM] | .
CCOc1ccc(/C=C/c2nc(C#N)c(NCc3ccccc3)o2)cc1 | . | 1.6% | -13.5% | -25.4% | . | . | -22.4%[76.3 µM] | .
O=C(Nc1ncc(Cc2cccc(Cl)c2)s1)c1ccc([N+](=O)[O-])cc1 | 2.8% | -4.5% | -11.0% | ? | -4.0% | 18.5%[10 µM] | -5.8% | 3.3%

The results go on:
SMILES | GAA inh | Tau FP inhib | Tau ThT inhib | Tau fluor counter | GLA spleen mod | HTT ATP protect | GAA glycogen mod | aGlu spleen mod
CC(C)OCCCNc1ncc2c(n1)CC(c1cccs1)CC2=O (configuration not stated) | . | 1.3% | ? | -26.0% | 5.8% | 27.2%[10 µM] | -5.7% | 0.0%
O=C(Nc1ccc(OCC(=O)N2CCN(S(=O)(=O)c3ccccc3)CC2)cc1)c1ccco1 | 28.2µM* | 1.9% | -3.5% | -11.6% | -8.6% | -26.2% | -24.1% | ?
Cc1ccccc1Cn1c(C(C)O)nc2ccccc21 (configuration not stated) | ? | 1.5% | -1.4% | 2.4% | 6.5% | -19.7% | 5.0% | 7.4%
CCn1c(SCC(=O)c2cccs2)nnc1-c1ccco1 | 1.2% | -13.0% | -22.3% | -6.7% | 11.0% | -12.8%[10 µM] | 1.2% | 5.7%
CC1CCc2nc(NC(=O)C3COc4ccccc4O3)sc2C1 (configuration not stated) | -2.6% | 2.3% | ? | -11.5% | -2.3% | 7.2%[10 µM] | -3.1% | -4.2%
COc1cccc(NC(=O)CNC(=O)Cn2c(C)cc3ccccc3c2=O)c1 | . | -9.5% | -9.3% | -11.9% | . | . | -0.8%[76.3 µM] | .
Cc1cccc(N2CCN(Cc3cn(C)nc3-c3ccccc3F)CC2)n1 | -1.9% | -9.7% | -15.3% | -16.6% | -4.4% | -46.6%[inhibitor][10 µM] | 4.9% | -7.5%
Cc1cc(C(=O)N/N=C2\CCCc3ccccc32)c(C)o1 | -17.1% | 4.6% | ? | -12.2% | -4.7% | . | -0.2% | -3.6%
COc1cc(OC)cc(C(=O)NCC(=O)OCC(=O)N2c3ccccc3NC(=O)C2(C)C)c1 | 0.1% | -1.6% | -4.8% | -5.3% | 1.9% | -23.4% | 2.3% | 3.0%
Cc1cn2c(=O)c(S(=O)(=O)NCCc3ccc(Cl)cc3)c(C)nc2s1 | . | -7.0% | -2.5% | -9.6% | . | . | 14.6%[76.3 µM] | .
CCN1CCN(CC(=O)NC2CCCC2)C(=O)C1=O | ? | -1.2% | -0.9% | -9.9% | 2.4% | -11.4% | -19.2% | 1.6%
COc1ccc(-n2nnnc2-c2ccccc2)cc1 | 2.9% | -1.3% | 0.2% | -4.1% | -0.5% | -74.4%[inhibitor] | -3.7% | 0.1%
Cc1cccn2c(=O)c(C=Nc3ccccc3)c(NCc3ccco3)nc12 | 0.5% | -0.2% | -9.9% | -9.2% | 6.4% | -5.7% | -5.2% | -2.7%
CC(=O)Nc1ccc(S(=O)(=O)N2CCN(c3ccc([N+](=O)[O-])c(NCCN4CCOCC4)c3)CC2)cc1 | -7.6% | -15.7% | ? | ? | 1.7% | -5.1%[10 µM] | 8.9% | -9.1%
C=CCOC(=O)C1=C(C)NC2(O)c3ccccc3C(=O)C12O (configuration not stated) | -5.0% | ? | 12.6µM* | -14.1% | -5.6% | -4.6% | 5.8% | -0.4%
CC(C)(C)Nc1nc(C(N)=O)nc(N2CCOCC2)n1 | -1.9% | 1.6% | -0.6% | -2.2% | 4.2% | -14.0% | 3.5% | -1.6%
COc1cc(C(=O)N=c2sc3c(C)ccc(OC)c3n2C)cc(OC)c1OC | . | -6.3% | . | 2.6% | 8.2% | 0.1%[10 µM] | 1.3% | 0.0%
CS(=O)(=O)N(CCc1ccccc1)CC(=O)NCc1cccnc1 | 3.6% | 6.9% | -7.4% | -1.7% | -13.2% | 18.3% | 0.1% | -7.7%
N=C1C(c2nc3ccccc3[nH]2)=C(O)CN1NC(=O)c1c[nH]c2ccccc12 | 6.0% | 12.6% | ? | -26.0% | -4.0% | -7.8% | 3.2% | -9.7%
Cc1nn(S(=O)(=O)N2CCOCC2)c(C)c1Br | 11.3% | -0.3% | 2.2% | 3.8% | 7.5% | . | 0.5% | 10.3%
Cc1ccc2nc(NC(=O)c3cc(=O)c4cc(Cl)ccc4o3)sc2c1 | . | -4.6% | ? | -13.0% | . | . | 13.4%[76.3 µM] | .
